Screening data deposited in PubChem BioAssay by several laboratories.
OX1R antag-1: antagonists of human orexin 1 receptor (OX1R). 1.8% of 330,000 active. OX1R-expressing cells, FRET antagonist read-out. Orexin/Hypocretin receptor type 1 (Homo sapiens), O43613. AID 485270, 2010. inhibition, % at 6.6 µM; in the data active means inhibition mostly above about 38%, no sharp cut-off; inactive means mostly below about 40%;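 further: 0% = agonist challenge alone and 100% = reference antagonist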
Target sequence (O43613 whole entry, looked up): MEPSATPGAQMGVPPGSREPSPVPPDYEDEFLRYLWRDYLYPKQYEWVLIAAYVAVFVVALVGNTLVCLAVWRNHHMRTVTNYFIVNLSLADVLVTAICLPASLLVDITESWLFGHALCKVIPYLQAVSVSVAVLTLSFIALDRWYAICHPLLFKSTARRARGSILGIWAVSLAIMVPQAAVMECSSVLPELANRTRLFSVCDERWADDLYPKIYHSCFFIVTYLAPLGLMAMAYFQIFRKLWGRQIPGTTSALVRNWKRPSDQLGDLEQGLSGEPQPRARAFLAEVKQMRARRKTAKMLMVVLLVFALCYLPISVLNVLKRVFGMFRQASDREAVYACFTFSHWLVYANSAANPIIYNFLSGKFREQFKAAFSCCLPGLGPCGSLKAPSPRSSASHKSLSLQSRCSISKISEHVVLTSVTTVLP
STK33 kinase inh: inhibitors of purified STK33 kinase, primary screen, biochemical, ADP-Glo luminescence, homogeneous, cell-free. MBP phosphorylation. AID 2661, 2010. 0.073% of 320,000 active. inhibition, % at 10 µM. Serine/threonine-protein kinase 33 (Homo sapiens), Q9BYT3;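 active means inhibition at or above 25%, using the most active replicate where run in duplicate; inactive means inhibition below 25%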
Target sequence (Q9BYT3 whole entry, looked up): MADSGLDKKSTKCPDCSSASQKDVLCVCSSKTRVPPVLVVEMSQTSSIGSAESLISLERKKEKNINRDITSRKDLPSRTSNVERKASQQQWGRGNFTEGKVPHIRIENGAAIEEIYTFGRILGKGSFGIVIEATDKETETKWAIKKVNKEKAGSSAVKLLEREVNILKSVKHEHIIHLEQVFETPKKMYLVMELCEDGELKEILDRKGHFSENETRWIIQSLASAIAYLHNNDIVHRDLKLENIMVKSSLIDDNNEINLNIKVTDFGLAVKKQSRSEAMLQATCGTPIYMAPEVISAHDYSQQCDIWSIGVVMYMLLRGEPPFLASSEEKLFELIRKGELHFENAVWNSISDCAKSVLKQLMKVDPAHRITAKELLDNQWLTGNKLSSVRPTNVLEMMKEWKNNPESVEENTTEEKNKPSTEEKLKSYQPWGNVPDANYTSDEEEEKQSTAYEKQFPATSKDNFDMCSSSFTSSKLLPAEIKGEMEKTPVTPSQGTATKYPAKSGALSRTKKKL
OX1R antag-2: OX1R (HCRTR1) antagonists, primary screen, fluorescence, CHO/OX1R cells, Fluo-8 calcium, orexin A. Fluo-8 calcium fluorescence. 0.43% of 330,000 active. Orexin/Hypocretin receptor type 1 (Homo sapiens), O43613. inhibition, % at 5 µM. AID 434989, 2010;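 active means inhibition above its plate's threshold, mean inhibition of all tested compounds on the plate plus 3 SD, cut at about 37% in these data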;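 further: 0% = orexin A challenge wells and 100% = SB-334867-A antagonist wells; not every result past the cut was called active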
Numbers without * were called inactive; . = not tested or not shown; + = active, no number.

OX1R antag-1,canonical_smiles,STK33 kinase inh,OX1R antag-2
22,COc1ccc(S(=O)(=O)NC(CC(=O)O)c2ccco2)cc1 (stereo not given),0.0,3
21,COC(=O)c1cc(C#N)c(Oc2cccc(C)c2C)nc1C,-1.5,-9
22,COc1ccc(N2CCN(C(=O)c3cc4c(C)nc5ccccc5c4o3)CC2)cc1,0.2,-18
2,CCN(CC(=O)NCc1cccs1)C(=O)c1ccc(S(=O)(=O)N(C)C)cc1,-1.5,-5
0,Cn1cccc1C(=O)OCc1nc2ccccc2c(=O)[nH]1,-2.2,-22
12,c1ccc2c(C[C@@H]3CNCCN3CCC34CC5CC(CC(C5)C3)C4)cccc2c1,0.1,-8
16,Cc1cccc2cc(CN(CC3CCCO3)C(=S)Nc3ccccc3)c(=O)[nH]c12 (stereo not given),0.1,-31
4,CC(C)n1ncc2c(C(=O)Nc3ccc(CC#N)cc3)cc(C3CC3)nc21,7.5,-8
18,CC(OC(=O)CNC(=O)c1ccc2ccccc2c1)C(=O)NC1CCCCC1C (stereo not given),-0.8,-11
3,O=C(Nc1cc(S(=O)(=O)N2CCOCC2)ccc1Cl)c1ccncc1,-1.0,-5
26,Cc1ccc(C(=O)c2cnc3ccccc3c2-c2ccccc2)cc1,1.2,-2
37,O=C(NC1CCCCC1)C(c1cccnc1)N(C(=O)c1csnn1)c1ccccc1F (stereo not given),-1.2,-15
44*,NS(=O)(=O)c1ccc(CCNC(=O)CSc2ccsc2[N+](=O)[O-])cc1,-0.9,-13
22,CCn1c(COc2c(C)cccc2C)nnc1SCc1nc2ccccc2c(=O)[nH]1,0.8,-22
5,COc1ccccc1NC(=O)C(C)Sc1nccn1C (stereo not given),1.1,-21

OX1R antag-1,canonical_smiles,STK33 kinase inh,OX1R antag-2
10,Clc1cccc(CN2CCc3c([nH]c4ccccc34)C2)c1Cl,0.7,-25
21,CC1CCc2c(c3ccccc3[nH]c2=O)O1 (stereo not given),1.0,-33
11,O=C(Cn1ccc(NC(=O)OCc2ccccc2)nc1=O)NCCc1ccccn1,-4.4,4
10,CCOc1c(Cl)cc(/C=C/C(=O)N(CC)CC(=O)NCc2cccs2)cc1OC,-0.9,-43
24,COC(=O)c1ccc(N=Cc2c(C(F)(F)F)[nH]n(C)c2=O)cc1,-0.9,-12
15,Nc1ccc(-c2nc3ccc(C(=O)O)cc3s2)cc1,19,2
18,O=C(COC(=O)c1cccnc1Cl)NCc1ccco1,.,-3
23,Cc1cccc(C)c1N1CCN(C(=O)Cn2cncn2)CC1,-1.5,-4
1,Cc1cc(C)c(OCC(O)CN2CCN(C(=O)c3ccccc3)CC2)c(C)c1 (stereo not given),0.0,-20
11,Fc1ccc(N2N=C(c3cccs3)CC2c2ccccc2)cc1 (stereo not given),-0.9,-6
22,COc1ccccc1NC(=O)COC(=O)c1ccccc1C(=O)N1CCN(c2ccccc2)CC1,-0.6,-28
8,COc1cc(/C=N/NC(=Nc2ccc(C)cc2)c2nc3ccccc3s2)ccc1O,-3.0,-16
33,CCOC(=O)N1CCN(C(=O)CSCc2nc(-c3ccccc3F)oc2C)CC1,-0.4,-8
35,Cc1c(Br)c([N+](=O)[O-])nn1C(C)C(=O)N1CCCc2ccccc21 (stereo not given),-0.1,-16
66*,c1ccc2c(c1)[nH]c1c(N3CCC4(CC3)OCCO4)ncnc12,11,37

OX1R antag-1,canonical_smiles,STK33 kinase inh,OX1R antag-2
16,O=S(=O)(Nc1ccccc1O)c1cccc2cccnc12,0.2,5
-13,O=C(Cc1n[nH]c(=O)c2ccccc12)Nc1ccc(-c2nnc3n2CCCCC3)cc1,-0.9,0
-2,COc1ccccc1/C=[N+](\[O-])C1SC(=S)N(C)C1(C)C (stereo not given),0.0,-3
33,COc1ccc(CC(=O)N2CCN(c3ccc(C4=NNC(=O)CC4C)cc3)CC2)cc1 (stereo not given),-1.5,-15
10,Cc1c(Nc2cc(N3CCCC(C)C3)c3nonc3c2[N+](=O)[O-])c(=O)n(-c2ccccc2)n1C (stereo not given),1.1,-23
5,COc1ccc(N2Cc3ccc(OC)c(OC)c3C2=O)cc1,-0.2,-16
10,CSc1ccccc1NC(=O)CN(C)CC(=O)Nc1ccccc1C(F)(F)F,-1.2,-31
74*,O=C(N/N=C/c1ccc([N+](=O)[O-])o1)c1ccc(O)cc1,3.2,1
8,Cc1ccccc1N(C(=O)Cc1c[nH]c2ccccc12)C(C(=O)NC1CCCCC1)c1ccco1 (stereo not given),-1.6,-27
2,CCCCNc1nnc(SCC(=O)c2c(N)n(CCC)c(=O)[nH]c2=O)s1,-0.5,-8
16,C=CCSc1ncc(-c2ccccc2)cn1,-0.7,-9
9,Cc1cc(C(=O)N/N=C2\CC(=O)CC(C)(C)C2)c2ccccc2n1,0.2,-24
46*,Cc1cc(NC(=O)C2C3C(=O)N(CCC(C)C)C(C(=O)NCc4ccccc4)C34C=CC2(C)O4)no1 (stereo not given),0.2,-2
8,CC[C@@H](C)[C@@H]1CN([C@@H](C)CN2CCC[C@H]2CN2C(N)=NC[C@@H]2Cc2ccccc2)C(=N)N1CCCC1CCCC1,2.8,-15
7,O=C1CN(C(=O)COc2ccc(F)cc2Cl)c2ccccc2N1,-0.6,-6

Nothing new here: entries from further up.
OX1R antag-1,canonical_smiles,STK33 kinase inh,OX1R antag-2
-13,O=C(Cc1n[nH]c(=O)c2ccccc12)Nc1ccc(-c2nnc3n2CCCCC3)cc1,-0.9,0
-2,COc1ccccc1/C=[N+](\[O-])C1SC(=S)N(C)C1(C)C (stereo not given),0.0,-3
33,COc1ccc(CC(=O)N2CCN(c3ccc(C4=NNC(=O)CC4C)cc3)CC2)cc1 (stereo not given),-1.5,-15
10,Cc1c(Nc2cc(N3CCCC(C)C3)c3nonc3c2[N+](=O)[O-])c(=O)n(-c2ccccc2)n1C (stereo not given),1.1,-23
5,COc1ccc(N2Cc3ccc(OC)c(OC)c3C2=O)cc1,-0.2,-16
10,CSc1ccccc1NC(=O)CN(C)CC(=O)Nc1ccccc1C(F)(F)F,-1.2,-31
74*,O=C(N/N=C/c1ccc([N+](=O)[O-])o1)c1ccc(O)cc1,3.2,1
8,Cc1ccccc1N(C(=O)Cc1c[nH]c2ccccc12)C(C(=O)NC1CCCCC1)c1ccco1 (stereo not given),-1.6,-27
2,CCCCNc1nnc(SCC(=O)c2c(N)n(CCC)c(=O)[nH]c2=O)s1,-0.5,-8
16,C=CCSc1ncc(-c2ccccc2)cn1,-0.7,-9
9,Cc1cc(C(=O)N/N=C2\CC(=O)CC(C)(C)C2)c2ccccc2n1,0.2,-24
46*,Cc1cc(NC(=O)C2C3C(=O)N(CCC(C)C)C(C(=O)NCc4ccccc4)C34C=CC2(C)O4)no1 (stereo not given),0.2,-2
8,CC[C@@H](C)[C@@H]1CN([C@@H](C)CN2CCC[C@H]2CN2C(N)=NC[C@@H]2Cc2ccccc2)C(=N)N1CCCC1CCCC1,2.8,-15
7,O=C1CN(C(=O)COc2ccc(F)cc2Cl)c2ccccc2N1,-0.6,-6

(list continues)
OX1R antag-1,canonical_smiles,STK33 kinase inh,OX1R antag-2
4,Cn1c(Cc2cccs2)nnc1SCC(=O)N1CCCc2ccccc21,-2.9,-10
+,Cn1nc(-c2ccccn2)nc2c(=O)n(C)c(=O)nc1-2,-1.5,-1
6,CCC(C)(C)n1nnnc1C(c1cc2ccc(OC)cc2[nH]c1=O)N1CCc2ccccc21 (stereo not given),-1.2,-21
12,C=CCn1c(SCC(=O)N(C)C)nc2sc3c(c2c1=O)CCC3,1.0,-15
14,Cc1cc(NC(=O)CNCC(c2ccccc2)N(C)C)c([N+](=O)[O-])cc1C (stereo not given),-1.8,-36
0,CCOP(=O)(c1ccc(N(C)C)cc1)C(O)c1ccncc1 (stereo not given),-0.8,-20
25,Cc1ccc(NC(=O)Nc2cccc(Cl)c2)c(C(=O)O)c1,-0.9,3
13,Oc1cc(Nc2ccncc2)cc2cccnc12,-2.2,-18
20,COc1ccccc1OCc1cc(C(=O)N2CCCC(OCc3cccnc3)C2)no1 (stereo not given),0.5,-23
3,CC1(C)NC(=O)N(CC(O)CN2CCCC2)C1=O (stereo not given),-3.7,-9
7,COc1ccccc1N1CCN(C(=O)C2CCN(S(=O)(=O)c3ccc(F)cc3)CC2)CC1,-0.3,-23
21,Cc1oc(=O)c(NC(=O)c2ccccc2)cc1C(N)=O,-3.5,-17
-2,O=C(CN1C(=O)CSc2ccccc21)NC1CCCC1,0.9,6
14,COc1ccc(NC2CS(=O)(=O)CC2NCc2ccccc2)cc1 (stereo not given),-2.3,-28
6,CC(C)(C)n1nc2c(c1NC(=O)c1ccccc1F)CS(=O)C2 (stereo not given),-0.3,-14

OX1R antag-1,canonical_smiles,STK33 kinase inh,OX1R antag-2
8,CN(C)S(=O)(=O)c1ccc(Cl)c(NC(=O)CN2CCN(Cc3ccc4c(c3)OCO4)CC2)c1,-1.2,-34
24,CC(NC(=O)CSc1nc2c(cc1C#N)CN(C)CC2)c1ccccc1 (stereo not given),15,-9
33,CCCSC(=S)c1c(C)[nH]n(-c2ccccc2)c1=O,-3.0,15
3,Nc1ccc(Nc2nc(-c3cc4ccccc4oc3=O)cs2)cc1,-0.6,-6
4,COc1cc2[nH]c(C(=O)N(C)Cc3ccccc3)cc2c(OC)c1OC,0.3,-9
16,Nc1ccc(S(=O)(=O)Nc2nccc(/C=C/c3ccc([N+](=O)[O-])cc3)n2)cc1,0.0,-18
15,COc1ccc(CNC(=O)CCCn2ccc3cc(S(=O)(=O)N4CCCC4)ccc32)cc1,-0.2,-16
3,CC(=O)Nc1cc(C)c2nc(NC(C)=O)sc2c1,-0.8,-8
22,Cc1ccc(S(=O)(=O)N2CCC(=O)N(C(COCc3ccc(C(F)(F)F)cc3)C(C)C)CC2)cc1 (stereo not given),-1.6,-36
-2,CCN1CCN(S(=O)(=O)c2c(C)cc(C)cc2C)CC1,-1.3,-20
1,NC(=O)c1nsc(C(=O)N(Cc2cccnc2)C(C(=O)NCc2ccccc2)c2ccc(O)cc2)c1N (stereo not given),0.1,-11
4,N/C(=N\OC(=O)Cc1ccccc1)c1ccncc1,-1.5,-9
11,COc1ccc(-n2c3c(cc(C#N)c2=O)C(=O)CCC3)cc1,-0.8,-10
4,CCCCc1nnc(NC(=O)c2ccc(-n3cncn3)c([N+](=O)[O-])c2)s1,0.4,-16
13,Nc1ccc2nn(-c3cccc4ccccc34)nc2c1,11,-15

OX1R antag-1,canonical_smiles,STK33 kinase inh,OX1R antag-2
17,COc1ccc(COC(=O)N/N=C(\C)CC(=O)Nc2ccc(Cl)cc2)cc1,0.5,-26
10,CCNc1nc(NCC)nc(N/N=C/c2ccc(O)c(OC)c2)n1,0.9,-13
10,CCn1c(SCC(=O)N(C)C2CCS(=O)(=O)C2)nnc1-c1ccccc1 (stereo not given),-1.6,1
6,CCCCn1c(N)c(N(C)C(=O)c2ccc(OCC3CCCO3)cc2)c(=O)[nH]c1=O (stereo not given),.,-26
12,CC1(C)CC(=O)C(/C=N/n2c(C(F)(F)F)nc3ccccc3c2=O)=C(O)C1,-0.9,-12
35,CCCOCC(O)CC(Cc1ccccc1)C(=O)NN (stereo not given),0.1,-26
5,Cc1cccc(Cn2c(N(C)Cc3ccccc3)nc3c2c(=O)[nH]c(=O)n3C)c1,-1.2,-37
63,Cc1ccc(Cc2cnc(N3C(=N)SC(c4ccccc4)C3=O)s2)cc1 (stereo not given),-1.5,3
17,CCOC(=O)CSc1nc(C)c(C(C)=O)cc1C#N,-1.0,-9
18,Cc1ccccc1NS(=O)(=O)c1ccc(C(=O)NN2CCCCC2)cc1,2.5,-16
15,Cc1ccc(C(=O)N2CCN(C(=O)CN3CCOCC3)C2)cc1,-1.4,1
13,CCOC(=O)c1snc(C(=O)NC2CCCCC2)c1N,-0.8,-28
20,COc1ccc(CCN(C)C(=O)Cn2c(=O)oc3ccccc32)cc1OC,-1.4,-6
23,COc1ccc(/C=C/C=C2\NC(=S)NC2=O)cc1,2.1,-7
11,Cc1ccsc1/C=N/NC(=O)C1CC(=O)N(c2ccccc2)C1 (stereo not given),0.2,-25

OX1R antag-1,canonical_smiles,STK33 kinase inh,OX1R antag-2
6,O=C1Nc2ccccc2C(=O)N2CCCCC12 (stereo not given),0.3,-2
0,CSc1ccccc1NC(=O)CN(C)C(=O)c1cccc(S(=O)(=O)N(C)C)c1,0.2,-13
5,Cc1c(Cl)ccc2c1NC(=O)[C@]21N[C@@H](CCC(N)=O)[C@H]2C(=O)N(c3ccc(F)cc3)C(=O)[C@H]21,-3.0,-13
31,CCOC(=O)/C(C#N)=C\c1cn(C)c2ccccc12,3.8,-30
21,COc1ccc(-c2ccc(NCCC3=CCCCC3)nn2)cc1OC,-0.1,-24
2,Cc1cc(SCc2ccccc2)nc(=O)[nH]1,-1.2,-29
22,COc1ccc(CNS(=O)(=O)CCNC(=O)c2ccccc2)cc1,0.4,2
5,O=C(C[C@@H]1C/C=C/CC[C@H](Cc2ccc(F)cc2)C(=O)OC[C@@H](Cc2ccccc2)NC1=O)N[C@H](CO)Cc1ccccc1,0.1,-19
